# ABCB6 inh MLPCN: blocks the human ABCB6 transporter. K562-ABCB6 porphyrin accumulation, flow cytometry, 1 h; active compounds read low. fluorescence ratio to DMSO, % at 10 µM. 0.19% of 360,000 active. AID 602162;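 active means fluorescence ratio to DMSO below 75%, the collection mean minus 3 SD; inconclusive means too few cells collected in the well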;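 further: signal is porphyrin accumulated inside mitochondria; 100% equals median channel fluorescence of DMSO control wells; lower ratio means ABCB6 inhibition with less porphyrin fluorescence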
# Target sequence (Q9NP58 whole entry, looked up): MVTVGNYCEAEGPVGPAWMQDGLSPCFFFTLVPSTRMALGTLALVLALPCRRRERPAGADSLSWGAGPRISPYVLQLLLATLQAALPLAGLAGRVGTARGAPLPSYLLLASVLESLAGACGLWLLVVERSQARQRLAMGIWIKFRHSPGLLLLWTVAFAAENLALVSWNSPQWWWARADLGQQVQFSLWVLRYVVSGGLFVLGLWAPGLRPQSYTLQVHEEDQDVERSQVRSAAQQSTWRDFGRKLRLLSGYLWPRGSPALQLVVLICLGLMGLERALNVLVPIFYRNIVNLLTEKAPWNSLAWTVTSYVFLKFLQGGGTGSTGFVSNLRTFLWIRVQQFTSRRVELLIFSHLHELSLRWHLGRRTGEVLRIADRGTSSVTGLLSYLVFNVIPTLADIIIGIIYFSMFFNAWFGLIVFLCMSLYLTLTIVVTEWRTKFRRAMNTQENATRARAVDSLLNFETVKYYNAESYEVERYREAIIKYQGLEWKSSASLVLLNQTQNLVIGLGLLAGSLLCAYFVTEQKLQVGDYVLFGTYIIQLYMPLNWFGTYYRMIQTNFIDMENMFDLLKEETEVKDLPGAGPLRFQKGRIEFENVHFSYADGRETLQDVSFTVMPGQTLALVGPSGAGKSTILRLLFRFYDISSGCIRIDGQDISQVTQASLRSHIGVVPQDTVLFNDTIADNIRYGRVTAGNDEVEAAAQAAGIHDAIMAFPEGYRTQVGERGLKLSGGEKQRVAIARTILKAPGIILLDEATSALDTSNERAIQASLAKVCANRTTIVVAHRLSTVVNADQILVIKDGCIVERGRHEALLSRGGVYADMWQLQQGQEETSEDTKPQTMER
# aDG glyco act: alpha-DG glycosylation activation; 0.22% of 360,000 active; AID 624168; activation, % at 10 µM; Pro5-aDG cells, alpha-DG glycosylation AlphaScreen (IIH6); 0% Pro5, 100% B10-LARGE cell signal;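 active means activation of at least 8% versus controls, or a plate z-score of at least 8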;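 further: Pro5 are CHO cells carrying HIG-tagged alpha-DG that lacks glycosylation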
# MC4R antagonist: human MC4R antagonism in cAMP assay; P32245; MC4R-expressing cells, MTII-stimulated cAMP, LANCE TR-FRET; inhibition, % at 6.5 µM; 0.48% of 360,000 active;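 active means inhibition above its plate's cutoff, the mean of tested wells on that plate plus 3 SD, cut at about 29% in these data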;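 further: 0% = Melanotan II alone and 100% = Melanotan II plus saturating MCL0020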
#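 Material – human MC4R-expressing U2OS cells · Repeats – no replicates · Detection – TR-FRET with Eu-cAMP and labeled anti-cAMP, 671 nm · Times – compound 30 min, challenge 1 h, detection 1 h · Compound – single nominal compound dose of 6.5 µM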
# H9c2 protect: protects H9c2 cardiomyocytes from peroxide injury; H2O2 injury protection, ATPLite, 2 h; protection from H2O2 cell death, % at 20 µM; 0.63% of 360,000 active;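 active means compounds giving at least 50% protection of heart cells from peroxide-induced death in the single-dose screen, raw or plate-pattern-corrected value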;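 further: 0% = DMSO wells with peroxide and 100% = DMSO wells without peroxide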
# Vif imaging: HIV Vif inhibition; 0.35% of 340,000 active; HEK293T cells, Vif self-association by quenched fluorescence, imaging, 24 h; inhibition, % at 7.49 µM; in the data active means inhibition above about 50%, passing the limit was not always enough; inconclusive means no clear call, values can overlap the other calls; inactive means below about 31%; further: some results filed as inactive read as strong as hits
# N-glyco inh: N-linked glycosylation inhibition. D54 ERlucT glycosylation luciferase reporter, 24 h; percent of 100 nM tunicamycin response. reporter increase, % at 12.5 µM. 0.23% of 360,000 active;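 active means mean luciferase reporter signal, scaled so untreated is 0 and the glycosylation-blocking control 100, at or above a set limit in every replicate; inconclusive means mean reaches the limit but not every replicate does; inactive means mean below the limit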;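 further: luciferase carries N-glycosylation sites so blocking glycosylation raises the light; 0% = median of neutral control wells and 100% = median of 100 nM tunicamycin wells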
# HTR2A ag: agonists of mouse serotonin 5-HT2A receptor (HTR2A). P35363. CHO-K1 mHTR2A beta-arrestin complementation, luminescence; percent of 30 µM serotonin response. activation, % at 7.6 µM. 0.66% of 360,000 active;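 active means activation above a run cutoff, the mean activation of all tested compounds plus 3 SD, cut at about 14% in these data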;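 further: 0% = plate median of compound wells and 100% = 30 µM serotonin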
# MC4R barr agon: activates human MC4R beta-arrestin recruitment; P32245; U2OS MC4R beta-arrestin complementation, luminescence; percent of melanotan II response, DMSO zero; activation, % at 8.9 µM; 0.98% of 360,000 active;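 active means activation above a per-plate cutoff, the mean activation of sample wells on that plate plus 3 SD, cut at about 8% in these data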
# CaV13 FRET inh: Primary screen for inhibitors of IQ motif and Ca2+-dependent inactivation inhibitor domain binding in CACNA1D, Förster resonance energy transfer in living cells, …; inhibition, % at 12.3 µM; HEK cells, CFP/YFP FRET ICDI-IQ, plate reader, 10 min; percent FRET-ratio fall versus neutral wells; AID 743397; 0.098% of 340,000 active;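 active means mean replicate inhibition of at least 30% and at least 1% of replicates passing that level; inconclusive means only one of the two criteria is met; inactive means neither criterion is met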;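 further: 0% = median of the neutral control wells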
# PDI turbidity: inhibitors of human protein disulfide isomerase; P07237; PDI insulin aggregation turbidity, A650, 90 min; inhibition, % at 10 µM; 0.052% of 350,000 active; AID 588391;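 active means mean inhibition across replicates of 30% or more, whatever share of single replicates reach that level; inconclusive means mean inhibition below 30% while every single replicate reaches 30%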;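 further: absorbance from insulin aggregation driven by PDI reduction with DTT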
# An asterisk follows results filed as active; u = inconclusive; x = no result given.
SMILES,ABCB6 inh MLPCN,aDG glyco act,MC4R antagonist,H9c2 protect,Vif imaging,N-glyco inh,HTR2A ag,MC4R barr agon,CaV13 FRET inh,PDI turbidity
C[C@@]12C(=O)NCC(=O)N1[C@@H]1c3cc(Br)ccc3OC[C@@H]1[C@@H]2c1ccccc1,95,0.1,1,2,-2,1,7,-0.9,-10,10
O=C(NCc1cccc(C(F)(F)F)c1)c1[nH]c(C(F)(F)F)nc1-c1ccccc1,94,0.3,x,-9,-6,2,-3,x,x,x
CC1CCC(C(C)C)C(OC(=O)COC(=O)c2cccn2C)C1 (stereo unspecified),92,0.2,10,-26,3,-2,-2,-1.3,x,-1
CC(Oc1ccccc1Cl)c1nnc(N)s1 (stereo unspecified),106,0.3,-6,-7,-15,2,-2,0.6,x,-4
Cn1c(Cn2nnc3ccccc32)nnc1SCC(=O)Nc1nccs1,98,0.2,-1,-2,-6,-5,2,-1.6,1,-12
C=CCOC(=O)C1=C(C)NC(=O)NC1c1ccc(O)cc1 (stereo unspecified),100,0.0,4,-2,13,0,3,0.6,-5,2
COc1ccc(S(=O)(=O)N(C)c2ccc(C(=O)N3CCCC3)cc2)cc1OC,98,0.0,3,-4,-3,2,-1,0.5,-2,-3
CC(C)CCOc1ccc(C(=O)NCCC(=O)N2CCOCC2)cc1,101,-0.1,8,-3,-1,-1,-5,0.8,-7,9
CCn1c(N)nc2ccccc21,97,0.3,10,0,-2,-1,8,-2.0,x,-7
CCn1cc2nc(SCC(=O)Nc3ccc(OC)c(OC)c3)n(Cc3ccc(OC)cc3)c(=O)c2n1,101,-0.1,11,3,-4,-4,6,-2.4,-2,-7
COc1ccc(CCNc2ncnc3c2c(C)c(C)n3CCCN(C)C)cc1OC,96,0.2,3,2,13,1,-1,-1.3,-3,-3
O=C(NNC1CC(=O)N(c2ccc3c(c2)OCCO3)C1=O)c1ccccc1 (stereo unspecified),96,-0.2,-1,-2,6,2,-2,-1.0,-8,6
COc1ccc(/C=C/C(=O)NC(=S)NNC(=O)c2cc(OC)c(OC)c(OC)c2)cc1,98,0.1,4,13,3,0,-5,-1.1,-5,4
CS(=O)(=O)c1ccc(C(=O)OCc2nnc(-c3ccc(Cl)cc3)o2)cc1[N+](=O)[O-],99,0.1,3,-20,1,u,-1,-1.8,x,89*
CCOC(=O)N1CCN(C(=O)CN(c2cccc(C(F)(F)F)c2)S(=O)(=O)c2ccccc2)CC1,102,-0.1,-7,0,-12,0,-2,-1.5,x,-7
CCOC(=O)C1(CCc2ccccc2)CCN(Cc2nccn2CC)CC1,98,3.0,6,0,0,-5,-4,1.8,-10,3
Cc1cccc(NC(=O)NCc2ccc3c(c2)OCO3)c1,96,-0.4,-1,2,-1,-2,-8,-3.1,-3,-2
COc1ccc(C(O)(C(C)C)C(CN2CCOCC2)c2ccccc2)cc1 (stereo unspecified),88,0.3,15,-5,-14,-3,0,-0.1,-18,14
Cc1ccc(C(=O)Nc2ccccc2C(=O)NCc2ccco2)cc1,u,-0.2,-7,-5,-14,1,2,-0.9,-10,-8
O=C(Cn1nnc2ccccc21)OCC(=O)c1ccc(Cl)c(Cl)c1,99,-0.1,4,2,12,2,-1,0.2,x,0

# 4 compounds out of the list above, arranged by the value under N-glyco inh, smallest number first:
canonical_smiles	ABCB6 inh MLPCN	aDG glyco act	MC4R antagonist	Vif imaging	N-glyco inh	HTR2A ag	MC4R barr agon	CaV13 FRET inh	PDI turbidity
Cn1c(Cn2nnc3ccccc32)nnc1SCC(=O)Nc1nccs1	98	0.2	-1	-6	-5	2	-1.6	1	-12
CCn1c(N)nc2ccccc21	97	0.3	10	-2	-1	8	-2.0	x	-7
COc1ccc(/C=C/C(=O)NC(=S)NNC(=O)c2cc(OC)c(OC)c(OC)c2)cc1	98	0.1	4	3	0	-5	-1.1	-5	4
O=C(Cn1nnc2ccccc21)OCC(=O)c1ccc(Cl)c(Cl)c1	99	-0.1	4	12	2	-1	0.2	x	0

# Single values from the entries so far.
# `COc1ccc(CCNc2ncnc3c2c(C)c(C)n3CCCN(C)C)cc1OC` – MC4R barr agon: -1.3
# `C[C@@]12C(=O)NCC(=O)N1[C@@H]1c3cc(Br)ccc3OC[C@@H]1[C@@H]2c1ccccc1` – Vif imaging: -2

# (list continues)
SMILES,ABCB6 inh MLPCN,aDG glyco act,MC4R antagonist,H9c2 protect,Vif imaging,N-glyco inh,HTR2A ag,MC4R barr agon,CaV13 FRET inh,PDI turbidity
CC1=NOC(=O)/C1=C/c1ccc(-c2ccc(Cl)cc2)o1,106,0.4,63*,-18,2,12,-1,-3.0,x,-2
CCOC(=O)C(Cc1c[nH]c2ccccc12)NC(=O)c1ccco1 (stereo unspecified),94,-0.2,21,-6,3,0,1,0.4,0,14
Nc1nnc(SCC(=O)NCCNC(=O)CSc2nnc(N)s2)s1,102,-0.2,6,3,1,1,-2,-0.1,-6,-2
COC(=O)C1=C(C)NC(C)=C(C(=O)OC)C1C(=O)OCc1nnc(-c2ccccc2)o1,97,-0.1,6,17,19,2,2,0.2,-4,-8
O=C(c1ccco1)N1CCN(C(=O)C(c2ccccc2)c2ccccc2)CC1,100,0.3,6,6,-3,-1,1,-0.8,-5,3
COc1ccccc1CN1CC(C(=O)NCc2cc(C)on2)CCC1=O (stereo unspecified),96,-0.5,9,-3,-2,0,16*,-2.6,x,10
O=C(COC(=O)CN1C(=O)C2CCCCC2C1=O)Nc1cc(S(=O)(=O)N2CCOCC2)ccc1Cl (stereo unspecified),103,0.3,4,13,3,1,2,-1.4,-3,-2
CCOC(=O)Cn1c(=O)oc2cc(S(=O)(=O)NCCCc3ccccc3)ccc21,102,-0.1,14,-14,1,2,-5,0.6,-8,6
Cc1ccnc(NC2OC(=O)c3ccccc32)c1 (stereo unspecified),103,-0.1,3,-4,2,-1,1,-1.3,x,7
CC1(C)Cc2c(cnn2-c2ccc(F)cc2)C(NC(=O)c2cnccn2)C1 (stereo unspecified),99,0.3,-8,-2,-4,-2,4,-1.2,x,-1
O=C(C1=C[C@H](c2ccc3c(c2)OCO3)C[C@H](OCc2ccc(CO)cc2)O1)N1CCOCC1,101,-0.1,8,3,-8,0,4,-0.6,-5,-7
CCC(=O)N1CCC(c2ccc(OC)cc2)=N1,80,-0.1,-5,-5,11,1,1,-1.0,10,0
Cc1cc(C(=O)N/N=C/c2cccc([N+](=O)[O-])c2O)n[nH]1,93,0.3,-18,5,3,1,1,-2.6,-6,1
CCCOc1ccc(C2C(C(=O)OC)=C(C)N=C3SCCC(=O)N32)cc1OCC (stereo unspecified),90,0.2,0,-3,-1,1,-3,-0.6,x,-1
CC1CCN(C(=S)NC(=O)c2ccc(C(C)(C)C)cc2)CC1,96,-0.2,15,4,x,1,-7,-0.8,-4,0
Cc1cccc(N2CCN(S(=O)(=O)c3ccc4c(c3)NC(=O)C(C)S4)CC2)c1C (stereo unspecified),96,1.4,-4,-9,-2,-3,0,-1.6,-2,0
CCOC(=O)N1CCN(C(=O)Cc2ccc(C)cc2)CC1,104,0.2,-2,3,4,1,6,4.6,x,17
Cc1ccc(C(=O)NC2CCCCCCC2)c(Cl)c1,98,0.0,2,-13,15,-18,8,-1.6,-8,5
CC(=O)c1ccc(NC(=O)C(C)n2nc(-c3ccccc3)c3cc(Cl)ccc32)cc1 (stereo unspecified),97,0.0,5,3,-4,-6,4,1.9,7,-10
CN(C)/C=N/c1sccc1C(N)=O,94,-0.1,6,29,18,0,0,0.4,-4,3
C=CCOn1c(=O)c(-c2cccs2)[n+]([O-])c2ccccc21,105,-0.3,-2,30,-1,5,-8,1.9,-2,0
Cc1ccc(C(=O)Nc2ccc(Cc3ccncc3)cc2)cc1[N+](=O)[O-],96,0.7,2,-11,-2,-2,-3,1.3,-2,-3
COc1ccc(N2C(c3ccsc3)=Cc3cc4c(cc3C2c2c[nH]c3ccccc23)OCO4)cc1 (stereo unspecified),115,0.0,x,x,x,x,1,x,-5,x
CC(C)C[C@@H](CO)N1CCN(CC(C)C)CCC1=O,97,0.5,-3,6,0,0,-3,-2.5,-4,15
COC(=O)c1ccc(COC(=O)c2ccc(C)c(S(=O)(=O)N3CCCCC3)c2)cc1,93,0.1,11,-10,-4,-2,-5,-0.7,-2,-8
CCCc1c(C(=O)N/N=C/c2ccc(C)o2)nnn1-c1nonc1N,91,0.4,-1,7,-4,1,3,0.4,-10,-9
COCCNC(=O)C(OC(=O)CC1Sc2ccccc2NC1=O)c1ccccc1 (stereo unspecified),105,0.1,4,7,-6,1,-3,-1.0,-5,-5
Cc1ccc(S(=O)(=O)N2CCOCC2)cc1C(=O)OCC(=O)c1ccc[nH]1,104,0.0,-2,-4,-12,0,2,-1.5,-2,11
OC(CSc1ccccc1)CN1CCN(c2ccccc2)CC1 (stereo unspecified),101,-0.3,3,-1,-12,2,5,2.6,-6,-2
CCOC(=O)C(=O)NCC(c1ccco1)S(=O)(=O)c1cccs1 (stereo unspecified),90,0.1,3,5,-11,-1,-3,-2.2,-5,6
O=C(NC1=NCCS1)c1ccc(N2CCCC2=O)cc1,102,-0.1,25,8,-2,1,0,0.7,3,2
O=C(OCC(=O)N1CCCCC1)c1ccc2c(c1)C(=O)N(Cc1ccco1)C2=O,96,-0.1,1,-4,9,1,-1,-0.6,-6,-2
Nc1ccc(N2CCOCC2)c(S(=O)(=O)Nc2ccccc2Cl)c1,90,-0.2,2,-4,8,-1,-4,-3.1,-3,-5
COC(=O)c1cc(=O)n(CCc2ccc(OC)c(OC)c2)c(=Nc2ccc(F)c(Cl)c2)s1,98,-0.3,13,-15,-8,u,7,1.7,-5,x
O=C(c1cc(S(=O)(=O)N2CCOCC2)ccc1Cl)N1CCC(Cc2ccccc2)CC1,101,-0.3,9,0,-5,-4,0,-1.9,-6,-5

# Records above shown as hits in HTR2A ag.
Compound | ABCB6 inh MLPCN | aDG glyco act | MC4R antagonist | Vif imaging | N-glyco inh | HTR2A ag | MC4R barr agon | CaV13 FRET inh | PDI turbidity
COc1ccccc1CN1CC(C(=O)NCc2cc(C)on2)CCC1=O (stereo unspecified) | 96 | -0.5 | 9 | -2 | 0 | 16* | -2.6 | x | 10

# Source: PubChem (several laboratories)
